High-throughput results from PubChem.
HCMV inh: inhibitors of human cytomegalovirus | activity change, negative = inhibition, % at 57.5 µM | hit rate 4.5% among 410,000 | AID 1259415 | HFF cells, HCMV-luciferase reporter, 72 h; hits give low values; in the data active = activity change below about -60%; inconclusive = no clear call, values can overlap the other calls; inactive = above about -39%
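Cell-based, HFFs, 1000 cells/well, 16 h 37C; cpds in DMSO + HCMV-luc, MOI 1 PFU/cell; 72 h 37C; OneGlo luminescence after 5 min RT; norm. to buffer vs Salinomycin 10uM.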
Sm TGR block: S. mansoni TGR enzyme inhibition. Q962Y6. purified TGR, DTNB reduction, TNB absorbance 405 nm. Potency, µM (top dose mostly 114 µM), without a hit: at the highest dose activity change, negative = inhibition, hits mostly inhibitors. hit rate 3% among 360,000; also: potency is read from the fitted curve at half-maximal effect; nearly all actives have a fitted effect of over 60% in size
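First, TGR (20 nM dispensed) and NADPH were mixed with compound. Second, a 15 min room-temperature incubation followed. Third, further NADPH and then DTNB were added to start the reaction. Finally, TNB absorbance was monitored kinetically.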
AMA1 RON2 block: disrupts binding of P. falciparum AMA1 to RON2; Potency, µM (doses to about 58.2 µM), without a hit: at the top dose activity change, negative = inhibition, most hits filed as inhibitors; AlphaScreen AMA1-biotinylated RON2 peptide binding; AID 720542; hit rate 0.2% among 360,000;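 also: potency is read from the fitted curve at half-maximal effect; 0% = vehicle wells and -100% = peptide control; nearly all actives have a fitted effect of over 45% in size; some results filed as inactive show a strong effect at the top dose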
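AMA1 (3D7) with his tag at 25 nM final met compounds first, then biotinylated RON2 peptide at 25 nM; detection used donor plus acceptor beads, 10 µg/mL apiece, read by AlphaScreen after 30 min at room temperature.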
AmpC inh detg: blocks E. coli AmpC beta-lactamase in detergent assay | P00811 | AmpC hydrolysis of nitrocefin, absorbance 480 nm, 0.01% Triton | Potency, µM (series often up to 114 µM), without a hit: at the highest dose activity change, negative = inhibition, usual class: inhibitors | hit rate 0.041% among 370,000;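 also: potency is read from the fitted curve at half-maximal effect; 0% = no-compound wells and -100% = no-enzyme wells; nearly all actives have a fitted effect of over 25% in size; some results filed as inactive show a strong effect at the top dose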
Target sequence (P00811 whole entry, looked up): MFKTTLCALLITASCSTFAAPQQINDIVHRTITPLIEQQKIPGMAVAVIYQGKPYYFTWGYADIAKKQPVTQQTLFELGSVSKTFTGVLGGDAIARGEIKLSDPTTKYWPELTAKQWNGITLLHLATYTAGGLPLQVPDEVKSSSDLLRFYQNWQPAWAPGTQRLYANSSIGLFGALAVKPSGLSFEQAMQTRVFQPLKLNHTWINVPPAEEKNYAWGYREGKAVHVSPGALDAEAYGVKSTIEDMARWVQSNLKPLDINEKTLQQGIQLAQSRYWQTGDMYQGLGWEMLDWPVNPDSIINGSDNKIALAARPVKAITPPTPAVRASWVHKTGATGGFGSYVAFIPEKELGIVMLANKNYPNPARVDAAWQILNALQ
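AmpC (5.3 nM in the dispensed reagent) in 20 mM phosphate pH 7.0 with 0.01% (detergent screen) or 0.0001% Triton X-100 was preincubated with compounds for 15 min at room temperature. Nitrocefin was then added from an 800 uM solution, and hydrolysis was followed at 480 nm.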
Tb PYK inh: inhibitors of Trypanosoma brucei pyruvate kinase; hit rate 0.12% among 410,000; TbPYK enzyme, Kinase-Glo Plus ATP luminescence, 45 min; Potency, µM (titrated, usually from 76.8 µM), for inactives: top-dose activity, negative = inhibition, most hits filed as inhibitors; Q57TT1; AID 624173; also: potency is read from the fitted curve at half-maximal effect; nearly all actives have a fitted effect of over 50% in size
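TbPYK + substrate in 50 mM TEA pH 7.2, 100 mM KCl, 10 mM MgCl2, 0.05% BSA, 0.01% Tween-20; cpd pinned; ADP 130 uM final; 45 min RT; Kinase-Glo Plus 10 min; luminescence endpoint.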
AmpC inh no detg: AmpC beta-lactamase inhibition without detergent | AmpC nitrocefin hydrolysis, absorbance 480 nm, 0.0001% Triton | Potency, µM (top dose mostly 57.1 µM), for the others: at the top dose activity change, negative = inhibition, most hits filed as inhibitors | P00811 | hit rate 0.52% among 330,000;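 also: potency is read from the fitted curve at half-maximal effect; plate controls were no compound for no effect and no enzyme for full effect; nearly all actives have a fitted effect of over 20% in size; some results filed as inactive show a strong effect at the top dose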
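20 mM phosphate pH 7.0 + 0.01% (detergent screen) or 0.0001% Triton X-100; 5.3 nM AmpC reagent; cpd preinc 15 min RT; nitrocefin (800 uM stock) to start; A480 q20 s × 4 min; Activity was normalised to no-enzyme and no-compound control wells.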
LmPK inh: blocks Leishmania mexicana pyruvate kinase activity; purified LmPK, Kinase-Glo ATP luminescence, 1 h; Potency, µM (doses to about 57.5 µM), for inactives: at the highest dose activity change, negative = inhibition, hits mostly inhibitors; Q27686; AID 1721; hit rate 0.37% among 290,000; also: potency is read from the fitted curve at half-maximal effect
Target sequence (Q27686 whole entry, looked up): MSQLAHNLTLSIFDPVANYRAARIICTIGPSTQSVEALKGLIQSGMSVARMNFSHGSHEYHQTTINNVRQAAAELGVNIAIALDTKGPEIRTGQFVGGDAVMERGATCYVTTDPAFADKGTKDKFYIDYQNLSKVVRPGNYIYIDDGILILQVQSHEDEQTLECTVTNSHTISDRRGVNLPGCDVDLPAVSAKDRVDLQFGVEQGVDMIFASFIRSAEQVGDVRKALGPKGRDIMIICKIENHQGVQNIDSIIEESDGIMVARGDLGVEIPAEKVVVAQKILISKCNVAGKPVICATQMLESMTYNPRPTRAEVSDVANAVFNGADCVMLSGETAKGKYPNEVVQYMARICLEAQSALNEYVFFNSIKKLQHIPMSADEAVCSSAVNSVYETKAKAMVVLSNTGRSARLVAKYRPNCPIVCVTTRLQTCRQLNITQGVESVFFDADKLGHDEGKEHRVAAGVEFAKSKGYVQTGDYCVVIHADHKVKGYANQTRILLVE
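In 50 mM imidazole pH 7.2 with 7 mM MgCl2, LmPK (0.1 nM) turned over PEP (0.5 mM) and ADP (0.1 mM) for 1 h at room temperature. Luciferase read-out of ATP.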
* marks the source's active call; other numbers are inactive results; ? = inconclusive; nt = no result given; & = joins results of further samples; ! = not active in a repeat; [ ] = dose if it differs, or a comment. Unless noted, calls follow the shape of the dose curve; as a rule, active = well fitted curve in the direction sought with a large enough effect; inconclusive = small, poorly fitted or top-dose-only effect, or another doubt; inactive = no such curve, though single readings can be large; an effect the other way counts as inactive or inconclusive. Unless noted, % is scaled to controls: 0 for no effect and ±100 for the full control effect.

nr	structure	HCMV inh	Sm TGR block	AMA1 RON2 block	AmpC inh detg	Tb PYK inh	AmpC inh no detg	LmPK inh
1	Nc1ccc(-n2nc3ccccc3n2)cc1	70.3	nt	12.4%	nt	-8.6%	nt	nt
2	Cc1nc(NS(=O)(=O)c2ccc(Br)cc2)c2c3c(sc2n1)CCC3	-1.7	20.2%	-1.2%	6.2%	5.4%	-23.4%	2.6%
3	CCOc1ccc2nc(NC3=NC(C)(C)C=C(C)N3)nc(C)c2c1	4.0	23.1%	9.5%	-1.7%	-22.6%	-31.6%	-2.9%
4	O=C1CCCN1c1ccc(S(=O)(=O)N2CCCCC2)cc1[N+](=O)[O-]	-9.9	-3.1%	-8.4%	-1.1%	2.0%	-13.6%	-1.3%
5	COc1ccc(S(=O)(=O)NCCSc2ccc(C)cc2)cc1OC	52.0	-0.1%	0.8%	-12.1%	-5.7%	-3.3%	-1.3%
6	COc1ccc(CN(C)C(=O)C23CC4CC(CC(Cl)(C4)C2)C3)c(OC)c1OC	-28.5	-13.4%	-1.2%	1.7%	-0.7%	92.0%[activator]	-0.1%
7	Cc1cc(NC(=O)c2ccc3c(c2)C(=O)N(Cc2ccccc2)C3=O)no1	-3.7	7.2%	-9.8%	?	-16.9%	-13.0%	0.6%
8	C[C@@H]1CCCCO[C@@H](CN(C)C(=O)Nc2ccccc2)[C@@H](C)CN([C@H](C)CO)C(=O)c2cc(N(C)C)ccc2O1	16.1	nt	-9.2%	nt	-14.7%	nt	nt
9	O=C(CSc1nc(=O)n(CCCN2CCOCC2)c2c1CCC2)Nc1ccc(F)cc1	-12.9	-2.1%	8.9%	0.0%	1.6%	46.0%	nt
10	Cc1c(C(=O)N2CCC(c3nc4ccccc4s3)CC2)oc2ccc(Cl)cc12	7.7	-0.1%	nt	15.7%	1.5%	nt	nt
11	CCN(CC)C(=O)CSc1nnc(-c2cc(OC)cc(OC)c2)o1	-13.4	5.9%	34.9%[activator]	?	-6.2%	66.5%[activator]	1.5%
12	CC(=O)CC1(O)C(=O)N(CN2CCN(c3ccccc3)CC2)c2ccccc21 (stereo not given)	66.7	-34.4%	-4.3%	?	-10.7%	0.0%	2.6%
13	O=C1c2ccccc2C(=O)c2c1ccc1c(=O)n(-c3ccccc3)[nH]c21	-65.2*	-1.1%	-9.1%	-9.2%	-4.7%	-26.2%	-8.2%
14	CCN(C(=O)COC(=O)/C=C/c1c(C)nn(Cc2ccc(C)cc2)c1C)C1CCS(=O)(=O)C1 (stereo not given)	7.4	-1.0%	5.1%	3.8%	2.0%	18.2%	3.5%
15	Cn1c(=O)n(-c2ccc(F)c(Cl)c2)c(=O)c2sc3ccccc3c21	-18.1	1.4%	nt	-3.9%	5.5%	nt	nt
16	Cc1ccc(NC(=O)c2sc3nc4n(c(=O)c3c2C)CCCCC4)c(Br)c1	8.9	-4.6%	nt	1.1%	0.4%	nt	nt
17	COc1cccc(-c2nc(NCC3CCCO3)c3ccccc3n2)c1O (stereo not given)	33.2	-10.9%	-21.8%	-2.5%	-0.3%	19.7%	6.8%
18	CCN(c1ccc(OC)cc1)S(=O)(=O)c1ccc2[nH]c(=O)ccc2c1	-17.4	0.5%	nt	24.5%	4.7%	nt	nt
19	COCCCNC(=O)/C=C1\Sc2ccccc2N(Cc2ccccc2F)C1=O	-32.8	-6.4%	-5.9%	4.1%	-4.8%	22.1%	-5.3%
20	Cc1ccc(NC(=O)C(C)NS(=O)(=O)c2ccc(F)cc2)cc1C (stereo not given)	?	nt	9.7%	5.3%	7.2%	-6.1%	3.4%
21	COc1cccc(C2=NNC(=NCc3ccccc3)SC2)c1	16.0	-29.6%	74.2%[activator]	?	-9.8%	-30.0%[11.4 µM]	0.9%
22	COC(=O)C1=C(C)N2C(=O)CSC2=NC1c1ccc2c(c1)OCO2 (stereo not given)	nt	0.0%	-3.7%	-4.0%	-3.9%	-13.9%	-1.3%
23	O=C(Nc1ccccc1NC(=O)c1c(F)cccc1F)c1c(F)cccc1F	-7.6	16.4%	-4.2%	-2.1%	-3.3%	-9.0%	-5.5%
24	COc1ccc(C2c3c(oc4ccc(C)cc4c3=O)C(=O)N2CCCN2CCOCC2)cc1OC (stereo not given)	-9.2	-0.4%	nt	7.2%	-0.6%	nt	nt

Some entries already given, limited to Tb PYK inh and AMA1 RON2 block:
cpd | SMILES | Tb PYK inh | AMA1 RON2 block
17 | COc1cccc(-c2nc(NCC3CCCO3)c3ccccc3n2)c1O (stereo not given) | -0.3% | -21.8%
18 | CCN(c1ccc(OC)cc1)S(=O)(=O)c1ccc2[nH]c(=O)ccc2c1 | 4.7% | nt
24 | COc1ccc(C2c3c(oc4ccc(C)cc4c3=O)C(=O)N2CCCN2CCOCC2)cc1OC (stereo not given) | -0.6% | nt

Next compounds follow:
nr	structure	HCMV inh	Sm TGR block	AMA1 RON2 block	AmpC inh detg	Tb PYK inh	AmpC inh no detg	LmPK inh
25	Fc1ccccc1-c1ccc(/C=N/Nc2nc3ccccc3[nH]2)o1	185.6	-0.9%	56.5%[activator]	?	-2.4%	-18.8%	-23.0%
26	CC(=O)c1cccc(-c2ccnc3c2CC(C(=O)Nc2cccnc2)O3)c1 (stereo not given)	-15.0	nt	6.6%	nt	7.8%	nt	nt
27	N#C/C(=C/c1ccc([N+](=O)[O-])cc1)C(=O)Nc1ccccc1O	57.0	-32.6%	40.3%[activator]	-10.5%	0.3%	-36.2%	-0.9%
28	Cc1ccc(NC(=O)Cn2c([N+](=O)[O-])cnc2C)cc1	0.7	-0.2%	11.4%	-2.5%	2.5%	-9.2%	-1.1%
29	Cc1cccc(-n2ncc(C(=O)N3CCC(C)CC3)c2C2CCN(C(=O)OC(C)(C)C)CC2)c1	0.0	2.9%	nt	25.8%	4.4%[15.4 µM]	nt	nt
30	Nc1nc(-c2ccc(Cl)cc2)c(S(=O)(=O)c2ccccc2)s1	-16.5	1.6%	5.5%	3.5%	-0.1%	-26.5%	-7.1%
31	O=C(NCCN1CCOCC1)c1c(O)nc2ccccn2c1=O	10.7	-14.6%	18.9%	-12.7%	8.8%	-8.7%	-0.1%
32	COc1cc(C)nc(Oc2ccc(OCc3ccccc3)nn2)n1	59.3	-19.4%	-3.3%	-9.1%	3.9%	-8.5%	7.3%

33) COc1ccc(S(=O)(=O)N2CCN(C(=O)c3cc(-c4ccc(Br)cc4)n[nH]3)CC2)cc1OC
34) COC(=O)C1=C(C)NC(C)=C(C(=O)OC)C1/C=C/c1ccccc1
35) Cc1nc(-c2cc(C#N)c(Sc3ccc(Cl)cc3Cl)nc2C)cs1
36) NC(=O)C1CCN(C(=O)c2cccc(S(=O)(=O)N3CCCC3)c2)CC1
37) COc1ccc(CCNC(=O)COc2ccc(S(=O)(=O)NC(C)C)cc2Cl)cc1OC
38) Cc1ccc2[nH]c(=O)c(COC(=O)C3CCCO3)cc2c1 (stereo not given)
39) CCNC(=O)C12CCC(C)(C(=O)C1Br)C2(C)C (stereo not given)
40) COc1ccnc(Oc2ccccc2)c1-c1ncn[nH]1
compound no.	33	34	35	36	37	38	39	40
HCMV inh	-72.2*!	79.5	61.6	-2.2	-26.6	43.8	-21.6	-36.6
Sm TGR block	5.9%&-8.1%	-7.5%	6.1%	-2.8%	3.7%	6.9%	-9.1%	27.4%
AMA1 RON2 block	23.0%	4.8%	8.0%	-21.4%	7.6%	3.4%	-9.3%	9.2%
AmpC inh detg	5.3%&-2.6%	-9.8%	-2.9%	-6.8%	0.6%	?	3.6%	5.7%
Tb PYK inh	4.4%	1.8%	0.1%	12.1%	-19.7%	-1.2%	-9.7%	-1.4%
AmpC inh no detg	72.3%[activator]	40.1%	-5.8%	-15.2%	77.7%[activator]	-8.3%	-19.8%	-10.0%
LmPK inh	8.3%	2.9%	1.9%	nt	2.9%	-2.4%	1.2%	-0.4%

41) Cc1cc(NC(=O)c2ccc(S(=O)(=O)N(C)CC3CCCO3)cc2)no1 (stereo not given)
42) COC(=O)c1cc(-c2ccc(S(=O)(=O)N3CCCCC3)cc2)c(C(F)(F)F)s1
43) CN1C[C@H](CNC(=O)OCc2ccccc2)C[C@@H]2c3cccc4c3c(cn4C)C[C@H]21
44) COc1ccc(/C=N/Nc2cc(C)nc(-n3nc(C)cc3C)n2)cc1
45) Cc1nc(NC(=O)CN2CCN(c3cccc(Cl)c3)CC2)sc1C(=O)N(C)C
46) Cc1cn(C2OC(COC(=O)c3ccccc3)C(O)C2Cl)c(=O)[nH]c1=O (stereo not given)
47) Cc1sc2ncnc(SCC(=O)N3CCOCC3)c2c1C
48) Cc1nnc(SCC(=O)Nc2cccc(C(F)(F)F)c2)[nH]c1=O
compound no.	41	42	43	44	45	46	47	48
HCMV inh	-14.8	-22.7	54.3	-98.6*	5.5	-21.7	-3.4	-38.7
Sm TGR block	6.0%	9.7%	-33.0%	1.1%	-6.2%	-5.9%	-0.4%	0.0%
AMA1 RON2 block	27.4%	30.8%[activator]	?	28.0%	35.5%[activator]	-6.6%	9.1%	3.3%
AmpC inh detg	4.9%	9.6%	7.0%	?	-4.9%	0.7%	-14.8%	3.1%
Tb PYK inh	0.0%	-3.9%	-0.5%&1.2%	-9.0%	4.9%	-1.1%	1.2%	-7.7%
AmpC inh no detg	-24.1%	-24.3%	225.0%[activator]	140.2%[activator]	48.9%	16.6%	-15.3%	-13.5%
LmPK inh	0.4%	4.6%	8.4%	0.2%	-0.4%	-0.5%	nt	-1.1%

49) COc1ccc(Br)cc1C1NC(=O)NC(C)=C1C(=O)N(C)C (stereo not given)
50) COCCNC(=S)N1CCC(C(=O)c2ccc3c(c2)OCCO3)CC1
51) CN1CCN(c2ccc(NC(=O)c3ccc(Cl)cc3Cl)cc2)CC1
52) CCOc1ccc(C2/C(=C(/O)c3ccc4c(c3)CC(C)O4)C(=O)C(=O)N2CC2CCCO2)cc1 (stereo not given)
compound no.	49	50	51	52
HCMV inh	-1.7	-37.8	64.9	42.0
Sm TGR block	-5.6%	3.0%	0.0%	-16.9%
AMA1 RON2 block	3.2%	13.8%	-7.2%	-3.2%
AmpC inh detg	?	4.3%	-13.0%	-10.5%
Tb PYK inh	nt	-2.1%	4.9%	-12.5%
AmpC inh no detg	-16.3%	-0.2%	-23.7%	-10.6%
LmPK inh	2.9%	-4.3%	6.5%	-9.2%
